Assay outcomes (PubChem)
GAA inh: alpha-glucosidase (human) inhibition. purified human GAA, 4-MU-alpha-glucoside fluorescence. Potency, µM (series often up to 76.9 µM), without a hit: at the top dose activity change, negative = inhibition, usual class: inhibitors. P10253. 200,000 tested, 0.005% active;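 further: plate controls were uninhibited enzyme wells for no effect and no-enzyme background for full effect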
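Activity normalized between no-enzyme (basal) and enzyme-only wells. Conditions: 4 nM human enzyme, 400 uM fluorogenic substrate, citrate/phosphate pH 5.0 with Tween-20, 20 min room temperature, compounds up to 77 uM.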
GAA glycogen: alters human alpha-glucosidase cleavage of glycogen | recombinant GAA, glycogen substrate, Amplex Red glucose oxidase fluorescence | Potency, µM (doses to about 76.4 µM), for the others: top-dose activity change, negative = inhibition, actives largely listed as inhibitors | 300,000 tested, 0.38% active | AID 2100;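 further: 0% = full enzyme reaction and -100% = no-enzyme basal signal; the screen sought inhibitors and activators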
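Natural-substrate format: glycogen cleavage by 4 nM human enzyme, glucose read by Amplex Red coupling (Ex 573, Em 610 nm). Normalized to enzyme and no-enzyme controls.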
Tau fibril ThT: inhibitors of human tau fibril formation, thioflavin T binding; P10636; recombinant tau K18 P301L, heparin-induced fibrillization, ThT fluorescence; Potency, µM (doses to about 57.4 µM), without a hit: top-dose activity, negative = inhibition, actives largely listed as inhibitors; 270,000 tested, 2.1% active; AID 1460; further: on the % scale 0 is the no-effect control and ±100 the full control effect; nearly all actives have a fitted effect of over 55% in size
Target sequence (P10636 561-689 P618L limits assumed): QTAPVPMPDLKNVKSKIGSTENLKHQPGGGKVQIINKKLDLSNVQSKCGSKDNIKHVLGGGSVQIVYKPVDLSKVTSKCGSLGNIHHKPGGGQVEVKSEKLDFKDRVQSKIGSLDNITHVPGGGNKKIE
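ThT emission at 510 nm, taken 1 hr after adding 30 uM dye, quantifies aggregates formed when 20 uM heparin acts on human tau K18 P301L for 6 hr at 37 C.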
GAA spleen mod: inhibitors or activators of human alpha-glucosidase in spleen homogenate; P10253; Potency, µM (doses to about 79.9 µM), for the others: at the top dose activity change, negative = inhibition, actives largely listed as inhibitors; human spleen homogenate, 4-MU-alpha-glucoside fluorescence; 240,000 tested, 0.006% active;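 further: 0% = enzyme with vehicle and -100% = no enzyme basal signal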
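Human spleen homogenate (1 ug) with 4-methylumbelliferyl-alpha-D-glucopyranoside (1 mM final) in 50 mM citrate/phosphate pH 5.0, 0.01% Tween-20; 40 min at 37 C. Stopped at pH 10; 4-MU fluorescence Ex 365/Em 440 nm; AC50 by Hill fit.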
HTT ATP protect: Huntington cell model cytoprotection by ATP luminescence. 230,000 tested, 0.14% active. Potency, µM (series often up to 56.4 µM), inactives show cytoprotection (ATP increase), actives largely listed as activators. AID 1471. PC12 HTT-Q103 induced, cytoprotection, ATP luminescence, 40 h;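 further: % of control where 0% means no effect; nearly all actives have a fitted effect of over 45% in size; toxic huntingtin expression switched on by the ecdysone agonist tebufenozide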
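PC12 cells with ecdysone-inducible HTT exon 1 Q103-GFP, induced with 100 nM tebufenozide and co-treated with library compounds in a dose series (1536-well, 1500 cells/well). Cytoprotection read as ATP content by ATPlite luminescence.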
Tau fibril FP: tau fibrillization inhibition (FP); P10636; K18 P301L tau heparin fibrillization, Alexa594 FP, 6 h; Potency, µM (doses to about 57.7 µM), without a hit: at the highest dose activity, negative = inhibition, actives largely listed as inhibitors; 280,000 tested, 0.39% active; further: on the % scale 0 is the no-effect control and ±100 the full control effect; nearly all actives have a fitted effect of over 55% in size
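Recombinant K18 P301L […], labeled with Alexa 594 at 0.24 uM over 15 uM unlabeled; heparin inducer 20 uM final; 37 C, 6 hr; FP endpoint.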
GLA spleen mod: alpha-galactosidase A (human) modulation; human spleen homogenate, 4MU-alpha-Gal fluorescence, 40 min; Potency, µM (titrated, usually from 80 µM), for the others: at the highest dose activity change, negative = inhibition, most hits filed as inhibitors; 240,000 tested, 0.008% active;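 further: 0% = enzyme with vehicle and -100% = no enzyme basal signal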
Target sequence (P06280 32-429 limits assumed): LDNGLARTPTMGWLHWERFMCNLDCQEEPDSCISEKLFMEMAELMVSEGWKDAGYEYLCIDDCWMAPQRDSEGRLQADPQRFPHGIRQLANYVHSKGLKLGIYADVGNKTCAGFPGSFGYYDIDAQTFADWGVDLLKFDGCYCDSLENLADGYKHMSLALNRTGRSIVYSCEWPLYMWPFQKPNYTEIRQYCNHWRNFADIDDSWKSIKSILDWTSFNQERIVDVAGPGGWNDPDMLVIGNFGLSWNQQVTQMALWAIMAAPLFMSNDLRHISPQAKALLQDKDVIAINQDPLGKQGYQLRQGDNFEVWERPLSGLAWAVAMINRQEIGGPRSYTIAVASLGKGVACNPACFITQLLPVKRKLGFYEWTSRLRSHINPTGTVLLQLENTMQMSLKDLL
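Fluorogenic readout (Ex 365/Em 440 nm) of 4-methylumbelliferone released from 1 mM 4-MU-alpha-galactoside by spleen homogenate, 40 min at 37C, pH 5.0. Data normalized to no-enzyme and enzyme controls; Hill-equation AC50 from compound titrations.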
Tau fluor cs: counter-screen for tau fibril formation inhibitors | tau K18 P301L Alexa594 fluorescence, heparin fibrillization | Potency, µM (series often up to 57.7 µM), without a hit: top-dose activity change, negative = decrease | 280,000 tested, 0.93% active | AID 1463; further: on the % scale 0 is the no-effect control and ±100 the full control effect; nearly all actives have a fitted effect of over 55% in size
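Human tau K18 P301L (15 uM unlabeled, 0.24 uM Alexa 594-labeled) in 100 mM sodium acetate pH 7 with 20 uM heparin, 6 hr at 37 C. ThT 30 uM added, 1 hr ambient; Alexa 594 FP and total fluorescence read at 555/632 nm.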
Active calls of the source: *; ? = inconclusive; nt = no result given; [ ] = remark or other dose. The call rests on the fitted dose curve; in most records, active means well fitted curve in the direction sought with a large enough effect; inconclusive means small, poorly fitted or top-dose-only effect, or another doubt; inactive means no such curve, though single readings can be large; an effect the other way counts as inactive or inconclusive. Potency means the concentration at half of the fitted maximal effect.

SMILES | GAA inh | GAA glycogen | Tau fibril ThT | GAA spleen mod | HTT ATP protect | Tau fibril FP | GLA spleen mod | Tau fluor cs
COc1ccc(NC2=NC(=S)N(c3ccc(C)cc3)C23CCCCC3)cc1 | -3% | 1% | 3% | -12% | -56%[inhibitor] | -1% | -1% | 9%
COc1ccccc1NC(=O)C1=C(C)Nc2nc(-c3ccco3)nn2C1c1ccccc1 (configuration not stated) | nt | -22%[76.3 µM] | -8% | nt | nt | -5% | nt | -24%
COC(=O)c1c(NC(=O)CN2CCN(C(=O)c3ccco3)CC2)c2c(C)cccc2n1C | 2% | 1% | -13% | 7% | -15% | -4% | 1% | -12%
CCN(CC(=O)Nc1sc2c(c1C#N)CCC(C)C2)CC(=O)NC1CCS(=O)(=O)C1 (configuration not stated) | 0% | 3% | -10% | -19% | -64%[inhibitor] | 2% | -30% | -17%
CCOC(=O)c1c(C)n(-c2ccc(C)cc2)c2ccc(OCC(O)CNCC3CCCO3)cc12 (configuration not stated) | ? | 4% | ? | -10% | -94%[inhibitor] | 16% | -1% | -9%
CCCn1c(CN2CCN(C(=O)c3ccco3)CC2)nc2c1c(=O)n(C)c(=O)n2C | -3% | 2% | -11% | -8% | 10%[10 µM] | 2% | 0% | -4%
O=C1CN(C(=O)c2ccco2)C(c2ccccc2)c2cc(Cl)ccc2N1 (configuration not stated) | ? | 3% | -1% | 3% | -14% | 0% | -1% | -5%
Cc1ccc(NC(=S)NCc2ccccc2Cl)c(C)c1 | -8% | -3% | -3% | -6% | -1%[0.074 µM] | 5% | -11% | -7%
CCCOC(=O)CCn1c(=S)oc2ccccc21 | -4% | 11% | -10% | -15% | -4% | -7% | 6% | -18%
Cc1ccc2[nH]c(=O)c(CN(C(=O)c3cccc(Cl)c3)C(C)(C)C)cc2c1 | nt | -4%[76.3 µM] | -7% | nt | nt | -2% | nt | -7%
CC(=O)N1CCN(S(=O)(=O)c2cccc(C(=O)Nc3ccc4c(c3)OCO4)c2)CC1 | ? | -14% | ? | -9% | nt | 6% | 4% | -17%
CN1CC(O)C2=CC(=O)C(=O)C=C21 (configuration not stated) | nt | nt | 3.2µM* | 11% | -59%[inhibitor] | 13µM* | 0% | 5.6µM*[quencher]
CC1CC1C(=O)NCCc1ccc(Cl)cc1 (configuration not stated) | -4% | 2% | -5% | -2% | 21%[10 µM] | 6% | 11% | 3%
COc1ccc(N2CCN(Cc3nc4scc(-c5cccs5)c4c(=O)[nH]3)CC2)cc1 | -3% | 5% | ? | nt | -24% | 11% | 2% | -21%
CCOC(=O)C(CC)Sc1nnc2n1C(C)(C)Cc1ccccc1-2 (configuration not stated) | -4% | -2% | -14% | -3% | -16%[10 µM] | -6% | 14% | -4%
Cc1ccc(S(=O)(=O)N2CCN(C(=O)c3c(C)nn(-c4ccccc4)c3Cl)CC2)cc1 | -4% | 2% | -9% | -4% | 7%[10 µM] | -8% | 4% | -2%
COc1ccc(NC(=S)NCC(c2cccnc2)N2CCOCC2)cc1 (configuration not stated) | -3% | -1% | -9% | -7% | -10% | 1% | 1% | -10%
Cc1ccc(N=Cc2c(O)n(C)c(=O)n(C)c2=O)nc1 | -12% | 13% | -11% | 3% | -7% | 2% | 4% | 0%
S=C(Nc1ccc(Oc2ccccc2)cc1)NC1CCCCC1 | -1% | -13% | -15% | -4% | -22%[10 µM] | 4% | 1% | ?
CCn1c(=O)cc(SCC(=O)N2CCC(C)CC2)c2ccccc21 | -4% | -5% | -2% | -4% | -11% | -5% | -8% | -1%

Quoted at random: 2 compounds from above.
SMILES | GAA inh | GAA glycogen | Tau fibril ThT | GAA spleen mod | HTT ATP protect | Tau fibril FP | GLA spleen mod | Tau fluor cs
COc1ccc(N2CCN(Cc3nc4scc(-c5cccs5)c4c(=O)[nH]3)CC2)cc1 | -3% | 5% | ? | nt | -24% | 11% | 2% | -21%
O=C1CN(C(=O)c2ccco2)C(c2ccccc2)c2cc(Cl)ccc2N1 (configuration not stated) | ? | 3% | -1% | 3% | -14% | 0% | -1% | -5%

Returning to the listing; the 4 compounds before the break are reprinted first.
SMILES | GAA inh | GAA glycogen | Tau fibril ThT | GAA spleen mod | HTT ATP protect | Tau fibril FP | GLA spleen mod | Tau fluor cs
COc1ccc(NC(=S)NCC(c2cccnc2)N2CCOCC2)cc1 (configuration not stated) | -3% | -1% | -9% | -7% | -10% | 1% | 1% | -10%
Cc1ccc(N=Cc2c(O)n(C)c(=O)n(C)c2=O)nc1 | -12% | 13% | -11% | 3% | -7% | 2% | 4% | 0%
S=C(Nc1ccc(Oc2ccccc2)cc1)NC1CCCCC1 | -1% | -13% | -15% | -4% | -22%[10 µM] | 4% | 1% | ?
CCn1c(=O)cc(SCC(=O)N2CCC(C)CC2)c2ccccc21 | -4% | -5% | -2% | -4% | -11% | -5% | -8% | -1%
COc1ccc(CN2C(=O)C(O)(CC(=O)c3c(C)n[nH]c3C)c3ccccc32)cc1OC (configuration not stated) | -9% | 6% | 4% | -2% | 0% | -3% | -7% | 3%
Cn1c(=S)[nH]c2ccccc21 | -5% | -2% | -15% | -12% | 2% | -12% | 9% | -9%
CCOc1ccc(NC(=O)Cn2c(=O)n(CC(=O)NCCc3ccccc3)c(=O)c3sccc32)cc1 | nt | 15%[76.3 µM] | ? | nt | nt | -16% | nt | 17%
O=C(O)CCC(=O)Nc1ccc(Sc2ccc([N+](=O)[O-])cc2)cc1 | 2% | 8% | -6% | 0% | ? | 8% | 1% | 3%
O=C(CCS(=O)(=O)c1ccc(Br)s1)Nc1ccccc1Br | -5% | 12% | 3% | 1% | nt | -1% | 2% | -6%
C(#Cc1ccccc1)C[N+]1(CC#Cc2ccccc2)CCCC1 | 1% | -4% | -2% | 1% | 5%[10 µM] | 0% | -4% | 10%
Cc1cc(C(=O)Cn2nc(C(=O)O)c3ccccc3c2=O)c(C)n1-c1ccccc1 | -9% | 6% | ? | 2% | nt | 15% | -2% | -20%
CCOC(=O)CN1C(=O)CSc2ccccc21 | 3% | 2% | -12% | -1% | -1%[0.074 µM] | -5% | -5% | -1%
O=C(NNC(=O)c1cc(-c2cccnc2)nc2ccccc12)Nc1ccc(Cl)cc1 | 7% | 3% | -1% | -1% | -40%[inhibitor] | ? | -2% | ?
O=C1C=C(c2ccccc2)CC(/C=C/c2ccccc2)C1 (configuration not stated) | -6% | -2% | -12% | 4% | nt | -5% | -6% | -6%
CCOC(=O)C1(Cc2ccc(Cl)cc2)CCN(C(=O)c2cc(C)nc(C)n2)CC1 | -1% | 8% | -9% | -8% | 5% | -5% | -5% | -5%
CCOC(=O)CNC=C(C(=O)OCC)C(=O)OCC | 4% | 6% | -10% | -9% | 21%[10 µM] | -7% | -5% | -17%
Cc1ccc(NC(=O)Cn2nnc3ccccc3c2=O)cc1C | -1% | 4% | -6% | 0% | -26% | -2% | -3% | -5%
Cc1ccc(C(=O)N/C(=C/c2ccco2)C(=O)NC2CCS(=O)(=O)C2)cc1 (configuration not stated) | -8% | 4% | -6% | nt | 9% | 5% | 4% | -1%
COC(=O)N/N=C(\C)c1cccs1 | nt | 6% | -5% | -1% | 9%[10 µM] | 7% | -2% | -11%
COCCn1c(Cc2ccccc2)nnc1SCC(=O)N1CCCCC1C (configuration not stated) | 3% | 2% | -10% | -1% | 11% | 8% | -1% | -1%
O=C(NC1CCCC1)C1CCCN1C(=O)Nc1ccc(Cl)cc1 (configuration not stated) | -3% | 6% | -4% | -4% | 2%[10 µM] | 1% | 0% | -2%
COc1ccc(CNC(=O)c2ccc(NC(=O)CC3SC(N4CCCCC4)=NC3=O)cc2)cc1 (configuration not stated) | -3% | -6% | -9% | -23% | -13% | 0% | -7% | -11%
Cc1ccc(CSc2nc3cccnc3n2Cc2ccc(C(=O)NCCc3cccs3)cc2)cc1 | nt | -7%[76.3 µM] | 2% | nt | nt | -5% | nt | -17%
O=c1c2ccccc2nc(/C=C/c2cccnc2)n1CCc1ccccc1 | nt | 4% | nt | -5% | -9%[10 µM] | 8%[11.6 µM] | -3% | ?
Cc1cc(C)n2cc(CSC3=NCCS3)nc2n1 | 6% | 1% | -9% | -2% | 4% | -7% | -12% | -2%
COC(=O)C1CSC(C(=O)OC)N1C(=O)Nc1ccc(Cl)cc1 (configuration not stated) | -5% | 1% | -3% | -14% | 8% | -3% | -31% | -5%

Look-ups from the list.
Reading for `Cn1c(=S)[nH]c2ccccc21` in Tau fibril ThT: -15%
Reading for `O=C(NNC(=O)c1cc(-c2cccnc2)nc2ccccc12)Nc1ccc(Cl)cc1` in GLA spleen mod: -2%
